NadD block – inhibitors of S. aureus NadD, primary screen, biochemical, colorimetric, uHTS. purified NadD enzyme, colorimetric absorbance read-out. Nicotinate-nucleotide adenylyltransferase NadD (Staphylococcus aureus N315). inhibition, % at 20 µM. 0.78% of 360,000 active. AID 602399, 2012; in the data active = inhibition above about 26%; also: some compounds past the cut are filed as inactive
Rin1 Abl inh – inhibitors of Rin1-Abl protein binding, primary screen, biochemical, TR-FRET; Tyrosine-protein kinase ABL1 (Homo sapiens) + Ras and Rab interactor 1 (Homo sapiens), …; inhibition, % at 7.35 µM; 0.4% of 360,000 active; in the data active = inhibition above about 5%, passing the limit was not always enough
DNMT1 block – human DNMT1 methyltransferase inhibitors, primary screen, biochemical, molecular beacon, fluorescence, HinP1I cleavage, uHTS; inhibition (reported as % activation of signal), % at 10 µM; 0.83% of 360,000 active; AID 588458, 2011; in the data active = inhibition above about 50%
CSN deneddyl inh – inhibitors of CSN-mediated cullin deneddylation, primary screen, biochemical, fluorescence polarization, uHTS; 0.38% of 360,000 active; Purified CSN, SCF-Nedd8-OG deneddylation; inhibition, % at 12.5 µM;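 active = pattern-corrected inhibition above about 35%, with an unprinted fluorescence ratio check between 0.5 and 1.5, limit read from the data, passing the limit was not always enough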;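 also: 0% = enzyme with substrate and 100% = substrate without enzyme; some results filed as inactive read as strong as hits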
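assay system = purified human Csn5 enzyme expressed in HEK293T cells | amount = 0.24 nM enzyme | buffer or medium = Tris/NaCl/DTT buffer, pH 7.5 | reagent = 10 nM SCFSkp2-Nedd8OG | compound = one concentration, 12.5 µM, 0.25% DMSO | times = 90 min reaction at room temperature | signal = FP | read-out basis = % inhibition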
Rpn11 inh – Rpn11 (PSMD14) deubiquitinase inhibitors, primary screen, biochemical, fluorescence polarization, uHTS | 26S proteasome non-ATPase regulatory subunit 14 (Homo sapiens), O00487 | human 26S proteasome, Ub4-pepOG fluorescence polarization; 20S core pre-blocked with epoxomicin | calls only at 20 µM | 0.59% of 360,000 active | AID 588493, 2011;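 active = inhibition at 20 µM, scaled to each plate's controls, above about 33%, limit read from the data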
Target sequence (O00487 whole entry, looked up): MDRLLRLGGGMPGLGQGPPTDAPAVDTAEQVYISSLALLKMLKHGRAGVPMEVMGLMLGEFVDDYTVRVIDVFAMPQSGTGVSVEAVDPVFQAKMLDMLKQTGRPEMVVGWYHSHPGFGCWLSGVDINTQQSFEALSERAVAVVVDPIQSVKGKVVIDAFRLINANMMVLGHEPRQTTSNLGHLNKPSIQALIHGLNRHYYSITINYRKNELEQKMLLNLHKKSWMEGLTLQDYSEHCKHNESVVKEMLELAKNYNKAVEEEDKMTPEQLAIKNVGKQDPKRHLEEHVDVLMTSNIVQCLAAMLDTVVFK
STEP block – STEP phosphatase inhibitors, primary screen, biochemical, fluorescence intensity, uHTS. Tyrosine-protein phosphatase non-receptor type 5 (Homo sapiens), P54829. recombinant STEP, OMFP fluorogenic substrate. inhibition, % at 20 µM. 0.25% of 360,000 active. AID 588621, 2011;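 active = inhibition at 20 µM, scaled per plate between control wells, above about 37%, limit read from the data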;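 also: 0% = DMSO with enzyme and substrate and 100% = substrate only without enzyme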
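Measure: Control-normalized % inhibition with plate pattern correction | Test system: STEP phosphatase, cell-free reaction | Medium: pH 6.0 Bis-Tris with DTT and Tween 20 | Technique: Fluorescence, 480/540 nm | Times: Reaction 20 min, ambient temperature | Doses: Single compound dose of 20 µM, 1% DMSO final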
SUMO1 PPI mod – modulators of SUMO1 protein-protein interactions, primary screen, biochemical, uHTS; inhibition, % at 20 µM; SUMO1 binding to a labelled peptide, TR-FRET, 1 h; 0.33% of 360,000 active; Small ubiquitin-related modifier 1 (Homo sapiens), P63165; AID 602429, 2012; in the data active = inhibition above about 37%
Neddyl block – inhibitors of cullin neddylation, primary screen, biochemical, TR-FRET, uHTS, NAE and Ubc12 | 0.58% of 360,000 active | AID 651699, 2012 | calls only at 25 µM | NEDD8-conjugating enzyme Ubc12 (Homo sapiens) + NEDD8-activating enzyme E1 regulatory …; in the data active = inhibition above about 36%
Target sequence (P61081 whole entry, looked up): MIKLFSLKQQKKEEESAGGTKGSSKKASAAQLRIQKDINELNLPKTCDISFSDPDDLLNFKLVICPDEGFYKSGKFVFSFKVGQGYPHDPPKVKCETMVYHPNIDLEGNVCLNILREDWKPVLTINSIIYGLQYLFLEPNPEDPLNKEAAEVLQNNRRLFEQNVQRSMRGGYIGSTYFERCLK
Target sequence (Q13564 whole entry, looked up): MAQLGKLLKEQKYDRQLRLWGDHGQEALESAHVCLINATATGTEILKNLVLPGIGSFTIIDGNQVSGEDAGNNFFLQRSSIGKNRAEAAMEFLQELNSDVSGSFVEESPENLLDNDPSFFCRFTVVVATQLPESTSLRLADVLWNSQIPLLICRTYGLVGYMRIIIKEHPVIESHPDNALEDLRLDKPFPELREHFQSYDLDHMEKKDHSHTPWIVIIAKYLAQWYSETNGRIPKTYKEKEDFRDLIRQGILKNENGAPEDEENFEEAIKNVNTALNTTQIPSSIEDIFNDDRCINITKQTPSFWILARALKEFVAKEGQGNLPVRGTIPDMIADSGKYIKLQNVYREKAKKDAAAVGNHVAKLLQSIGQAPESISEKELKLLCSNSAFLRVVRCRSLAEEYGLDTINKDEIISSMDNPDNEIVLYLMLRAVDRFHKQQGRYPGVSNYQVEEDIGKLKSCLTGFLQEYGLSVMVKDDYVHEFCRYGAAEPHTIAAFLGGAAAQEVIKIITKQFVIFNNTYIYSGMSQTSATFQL
LMPTP inh – LMPTP phosphatase inhibitors, primary screen, biochemical, fluorescence intensity, uHTS; Low molecular weight phosphotyrosine protein phosphatase (Homo sapiens), P24666; recombinant LMPTP-A, OMFP fluorogenic substrate; inhibition, % at 20 µM; 0.22% of 360,000 active; AID 651560, 2012;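 active = compounds that cut the enzyme signal by at least half of the control window in the single-dose screen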;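 also: plate controls were DMSO wells with enzyme plus substrate for no effect and substrate without enzyme for full effect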
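material = LMPTP-A | quantity = 0.625 nM enzyme | reagent = OMFP substrate, 400 µM final | buffer or medium = Bis-Tris pH 6.0, DTT, detergent | detection = endpoint fluorescence intensity from OMFP dephosphorylation | dosing = single 20 µM dose | read-out basis = % inhibition relative to no-enzyme and uninhibited control wells | control set = no-enzyme and uninhibited controls | timing = 50 min at room temperature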
Scp1 inh – Scp-1 phosphatase inhibitors, primary screen, biochemical, colorimetric, uHTS; Carboxy-terminal domain RNA polymerase II polypeptide A small phosphatase 1 (Homo …; Recombinant Scp1, phosphopeptide, malachite green phosphate absorbance; inhibition, % at 20 µM; 0.88% of 340,000 active;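 active = inhibition above about 50% at 20 µM, limit read from the data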;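 also: plate controls were DMSO wells with enzyme for no effect and wells lacking enzyme for full effect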
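Times: enzyme reaction 45 min at room temperature, colour 5 min, stabilisation 30 min. Material: SCP-1 catalytic fragment, aa 76-261. Medium: Acidic Tris acetate buffer with magnesium and detergent. Signal: colorimetric free-phosphate detection, absorbance 630 nm. Read-out basis: % inhibition of SCP-1 phosphate liberation. Reagent: Phosphorylated 17-residue peptide substrate.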
An asterisk follows results filed as active; i = inactive; x = no result given; + = active, no number.

Second line of a record – NadD block, Rin1 Abl inh, DNMT1 block, CSN deneddyl inh, Rpn11 inh, STEP block, SUMO1 PPI mod, Neddyl block, LMPTP inh, Scp1 inh
> Cc1ccc(S(=O)(=O)N2CCCC(C(=O)NCCc3ccc(Cl)cc3)C2)cc1 (stereo not drawn)
    -2, 1, 1, 0, i, 2, 5, i, 0.7, x
> CC1=C(C)CS(=O)N(S(=O)(=O)c2ccccc2)C1 (stereo not drawn)
    6, -5, 3, -2, i, 1, 0, i, -2.1, -7
> CN(CC(=O)O)S(=O)(=O)c1ccc2c(c1)NC(=O)CC(=O)N2
    2, -4, 0, 2, i, 0, 0, i, -1.5, -2
> CC(C)(C)OC(=O)N1CCCC(C(=O)Nc2ccc(C(=O)N3CCCCC3)cc2)C1 (stereo not drawn)
    -1, -2, 4, 1, i, -1, 6, i, -0.8, -6
> Cc1cc(NC(=O)CC(CN(C)S(=O)(=O)c2ccccc2)c2ccccc2)no1 (stereo not drawn)
    -2, 3, -6, 2, i, -1, -1, i, -0.6, -17
> COCCNC(=O)C1Nc2ccc(C(F)(F)F)cc2C2C=CCC12 (stereo not drawn)
    -2, 3, 10, -5, i, -1, -1, i, 0.0, 6
> CCOc1cc(C2/C(=C(/O)c3ccc(OC(C)C)cc3)C(=O)C(=O)N2CCCOC)ccc1O (stereo not drawn)
    3, 1, -1, -2, i, 3, -4, i, -0.5, 1
> CN(C(=O)CCn1c(=S)oc2ccccc21)C1CCCCC1
    -4, -2, 1, -2, i, -2, 5, i, 0.9, -14
> Cc1cc(C)nc(NC(=O)c2ccc([N+](=O)[O-])o2)n1
    -1, 1, 17, -1, i, 2, -4, i, -0.6, 1
> CCN1/C(=C/c2ccc3ccccc3[n+]2CC)C=Cc2ccccc21
    11, -72, 40, 23, i, 24, 19, i, 46, 104*
> COC(=O)[C@@H]1ON2OCC(C)=C3CCCC[C@@]32[C@H]1C(=O)OC
    x, x, x, 0, x, x, -5, i, -0.6, x
> O=C(CCc1ccc(S(=O)(=O)N2CCOCC2)cc1)N/N=C/c1cccc(O)c1
    -2, -3, 5, 0, i, -1, 3, i, -1.7, -9
> CCn1c(C)nnc1SCC(=O)Nc1ccc(C(C)=O)cc1
    -3, 0, 0, 3, i, 0, 4, i, -1.1, -5
> C=CCn1cc(/C=N\NC(=O)c2cc3c(ccc4ccccc43)o2)c2ccccc21
    28, -5, -2, 1, i, 2, -3, x, 1.0, -15
> O=c1c2ccccc2ncn1-c1ccccc1[N+](=O)[O-]
    -7, 1, -1, 1, i, 0, -15, i, -0.9, -2
> CCOc1ccc2nc(SCC(=O)Nc3nonc3C)[nH]c2c1
    -1, -3, 1, -3, i, 0, 4, i, -0.2, -1
> Cc1c(Cl)cccc1NC(=O)CN1CCN(CCO)CC1
    -9, 1, 0, 6, i, -2, 29, i, -1.2, -4
> CCSc1nnc(N)s1
    2, 0, 2, 1, i, -1, 0, i, -0.4, 3
> O=C(Cn1c(=O)n(CCC(=O)N2CCCCC2)c(=O)c2sccc21)NCc1ccccc1
    -4, 0, 1, 0, i, 1, -1, i, -1.9, -11
> Cc1ccc(C)c(OCC(=O)N/N=C/c2c(C)nn(-c3ccccc3)c2Cl)c1C
    1, -1, 53*, 3, i, 4, 1, i, -1.8, -10
> O=C(NCC(Cl)c1ccc2ccccc2c1)c1c(F)cccc1F (stereo not drawn)
    -6, 1, -2, 1, i, 1, -4, i, 0.3, -4
> Cn1c(CNC(=O)c2ccc(Cl)cc2)nnc1SCC(=O)NC1CCCC1
    -2, 5, 0, 2, i, -1, 3, i, -0.4, -1
> O=C(Oc1ccc2c(c1)O/C(=C\c1ccncc1)C2=O)c1ccccc1
    10, -3, 15, -2, i, 1, -20, i, 0.5, 26
> Cc1cccc2nc(-c3ccccc3)nc(N3CCC(O)(c4ccc(Cl)cc4)CC3)c12
    28, 0, -9, 1, i, -1, 1, i, 5.0, 19
> CCOC(=O)/C(C#N)=C/c1cc2ccccc2nc1N1CCOCC1
    -7, -3, 1, 2, i, 2, -23, i, -0.3, -9
> CC(C)(C)C(CO)NC(=O)c1ccc[nH]1 (stereo not drawn)
    -2, 2, 1, -1, i, -1, -1, i, -1.9, -3
> O=C(c1ccco1)N1CCN(C(=O)C2CCN(S(=O)(=O)Cc3ccccc3)CC2)CC1
    1, -1, -21, 62*, i, 5, 2, i, 3.4, 3
> CC(=O)Nc1cccc(-c2ccnc3c2CC(C)(C(=O)Nc2ccc(F)c(Cl)c2)O3)c1 (stereo not drawn)
    1, -2, -7, 3, i, -3, 5, i, 1.2, x
> Cc1ccc(NC(=O)CN2C(=O)NC(C)(c3ccc4c(c3)OCO4)C2=O)cc1 (stereo not drawn)
    -1, 1, 2, -3, i, -2, 2, i, -1.1, -5
> c1ccc2c(c1)nc(Nc1ccc3c(c1)OCO3)c1nnnn12
    -2, 0, -10, 5, i, 2, -5, i, 2.2, -13

Additional structures follow:
Short keys: A = NadD block; B = Rin1 Abl inh; C = DNMT1 block; D = CSN deneddyl inh; E = Rpn11 inh; F = STEP block; G = SUMO1 PPI mod; H = Neddyl block; I = LMPTP inh; J = Scp1 inh
CCOC(=O)CN1CC23C=CC(O2)C(C(=O)NCCc2ccccc2)C3C1=O (stereo not drawn)
  A: 1	B: -2	C: 0	D: 5	E: i	F: -4	G: 1	H: i	I: -1.6	J: -4

Cc1ccc(Nc2cc(C)nc(NCc3ccccc3)n2)cc1
  A: 10	B: -3	C: -6	D: -1	E: i	F: 7	G: -1	H: i	I: 14	J: 1

O=C(N/C(=C/c1cccnc1)C(=O)N1CCOCC1)c1ccccc1Br
  A: 1	B: 1	C: -1	D: -3	E: i	F: -2	G: 0	H: i	I: 0.3	J: -3

COc1cc(C(=O)NNC(=O)COc2ccc(Cl)cc2)ccc1OCC(=O)N1CCOCC1
  A: 4	B: 1	C: 0	D: -3	E: i	F: 1	G: -6	H: i	I: -0.9	J: 0

CC(C/C=N/NC(=O)COc1cc(Cl)ccc1Cl)c1ccccc1 (stereo not drawn)
  A: 1	B: -3	C: -4	D: 3	E: i	F: -1	G: 0	H: i	I: 3.4	J: -2

CCOC(=O)CN(c1cccc(C(C)=O)c1)S(C)(=O)=O
  A: 3	B: 0	C: 1	D: 4	E: i	F: -2	G: 2	H: i	I: -1.4	J: 0

O=C(c1cccnc1)C1Cc2ccccc2C1=O (stereo not drawn)
  A: -4	B: -1	C: -2	D: -3	E: i	F: 3	G: -18	H: i	I: -0.3	J: -4

CCc1ccc(OCc2nnc(SCC(=O)NC3CCCCC3)o2)cc1
  A: 0	B: 0	C: 2	D: -4	E: i	F: 5	G: 1	H: i	I: 0.3	J: -3

O=c1ccc(-c2ccccc2)nn1Cc1ccc(F)cc1Cl
  A: -9	B: -1	C: 0	D: 2	E: i	F: 1	G: -12	H: i	I: -0.1	J: -10

CC(=O)Nc1cccc(C(=O)OC(C)C(=O)NC2CCCc3ccccc32)c1 (stereo not drawn)
  A: -9	B: -1	C: 3	D: 0	E: i	F: -2	G: -3	H: i	I: -0.1	J: -7

CC(C)=C1SC(N2CCN(c3cccc(Cl)c3)CC2)=NC1=O
  A: -2	B: -2	C: 6	D: -8	E: i	F: -3	G: 1	H: i	I: 0.7	J: -11

NC1=NC(=O)/C(=C/c2cn(CCC(=O)O)nc2-c2ccc(Cl)cc2)S1
  A: -1	B: -7	C: 4	D: 5	E: +	F: -4	G: 9	H: i	I: 0.3	J: 18

CN(Cc1cnn(Cc2ccccc2)c1)C(=O)c1cccc(S(=O)(=O)N2CCOCC2)c1
  A: -2	B: 1	C: -1	D: -1	E: i	F: -2	G: -15	H: i	I: -11	J: -9

One compound at a time (already shown).
Shown for CCOC(=O)CN1CC23C=CC(O2)C(C(=O)NCCc2ccccc2)C3C1=O (stereo not drawn) → NadD block = 1; Rin1 Abl inh = -2; DNMT1 block = 0; CSN deneddyl inh = 5; Rpn11 inh = i; STEP block = -4; SUMO1 PPI mod = 1; Neddyl block = i; LMPTP inh = -1.6; Scp1 inh = -4
Shown for COc1cc(C(=O)NNC(=O)COc2ccc(Cl)cc2)ccc1OCC(=O)N1CCOCC1 → NadD block = 4; Rin1 Abl inh = 1; DNMT1 block = 0; CSN deneddyl inh = -3; Rpn11 inh = i; STEP block = 1; SUMO1 PPI mod = -6; Neddyl block = i; LMPTP inh = -0.9; Scp1 inh = 0

Some of the entries so far, in markdown.
| Compound | NadD block | Rin1 Abl inh | DNMT1 block | CSN deneddyl inh | Rpn11 inh | STEP block | SUMO1 PPI mod | Neddyl block | LMPTP inh | Scp1 inh |
| --- | --- | --- | --- | --- | --- | --- | --- | --- | --- | --- |
| O=C(c1cccnc1)C1Cc2ccccc2C1=O (stereo not drawn) | -4 | -1 | -2 | -3 | i | 3 | -18 | i | -0.3 | -4 |
| O=c1ccc(-c2ccccc2)nn1Cc1ccc(F)cc1Cl | -9 | -1 | 0 | 2 | i | 1 | -12 | i | -0.1 | -10 |
| CCOC(=O)CN(c1cccc(C(C)=O)c1)S(C)(=O)=O | 3 | 0 | 1 | 4 | i | -2 | 2 | i | -1.4 | 0 |
| Cc1ccc(Nc2cc(C)nc(NCc3ccccc3)n2)cc1 | 10 | -3 | -6 | -1 | i | 7 | -1 | i | 14 | 1 |

Source: PubChem BioAssay
